CHRM1 agonist = activates human CHRM1 receptor; AID 588814; CHO-K1 hM1, Fluo-8 calcium fluorescence, agonist mode; 0% DMSO, 100% acetylcholine EC100; activation, % at 3 µM; 360,000 tested, 0.33% active; P11229;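 active = activation above the run's mean compound activation plus 3 SD, cut at about 16% in these data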;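 also: peak over basal fluorescence ratio within a 140 s kinetic read after compound addition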
CHO-K1 Ca antag = M1 antagonist counterscreen hit in parental CHO-K1 cells; inhibition, % at 3 µM; ATP-induced calcium, Fluo-8 fluorescence; AID 602250; 360,000 tested, 0.6% active;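 active = inhibition above a per-plate cutoff, the plate's mean sample inhibition plus 3 SD, cut at about 24% in these data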;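 also: 0% = DMSO plus EC80 ATP and 100% = DMSO alone without ATP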
TAAR1 antagonist = antagonists of human TAAR1; Q96RJ0; CHO RD-HGA16 TAAR1, Fluo-8 calcium fluorescence, antagonist; inhibition, % at 3 µM; 360,000 tested, 1.5% active; AID 624466;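 active = inhibition above a per-plate cutoff, the mean inhibition of test compounds on that plate plus 3 SD, cut at about 49% in these data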;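 also: 0% = DMSO plus EC80 beta-PEA response and 100% = DMSO alone without agonist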
Target sequence (Q96RJ0 whole entry, looked up): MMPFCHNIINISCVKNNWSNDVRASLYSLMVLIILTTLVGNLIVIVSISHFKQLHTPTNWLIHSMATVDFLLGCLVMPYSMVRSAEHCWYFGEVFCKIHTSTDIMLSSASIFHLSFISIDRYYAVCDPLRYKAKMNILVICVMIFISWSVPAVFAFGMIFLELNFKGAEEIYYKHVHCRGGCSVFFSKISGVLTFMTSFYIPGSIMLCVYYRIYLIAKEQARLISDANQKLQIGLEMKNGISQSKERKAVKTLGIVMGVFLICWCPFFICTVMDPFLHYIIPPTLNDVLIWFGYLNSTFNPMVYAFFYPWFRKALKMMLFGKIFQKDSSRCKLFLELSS
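Test system – hTAAR1-expressing CHO RD-HGA16 cells, Gα16-coupled · Reagent – β-PEA at EC80 concentration, post-compound challenge · Compound dosing – 3 µM, single point · Timing – 140 s kinetic read after compound, 140 s after agonist · Detection – Fluo-8 intracellular calcium dye fluorescence, real-time kinetic reads · Control set – DMSO and EC80 PEA controls · Repeats – n of 1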
TAAR1 agonist = human TAAR1 agonism; AID 624467; 360,000 tested, 0.99% active; activation, % at 3 µM; CHO RD-HGA16 TAAR1, Fluo-8 calcium fluorescence; vehicle wells 0%, saturating PEA agonist 100%;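 active = activation above the mean activation of all test compounds in the run plus 3 SD, cut at about 38% in these data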
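Test system: RD-HGA16 (CHO) cells co-expressing Gα16 and hTAAR1; dosing: one-point dosing at 3 µM (nominal); timing: 17-24 h seeding, 75 min 37 °C dye, 30 min RT; signal: kinetic Fluo-8 calcium fluorescence; read-out basis: % activation relative to PEA EC100 response; controls: DMSO and PEA EC100; replicates: n 1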
CHO parental Ca = counter-screen: ATP calcium response change in parental CHO cells | AID 463079 | 330,000 tested, 0.63% active | parental CHO-K1, ATP-induced calcium, Fluo-8 fluorescence | inhibition, % at 5.6 µM;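 active = inhibition above that plate's mean sample inhibition plus 3 SD, cut at about 26% in these data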;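 also: 0% = ATP-challenged DMSO wells and 100% = DMSO wells without ATP; some compounds past the cut are filed as inactive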
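test system = CHO parental line | reagent = ATP stimulus | measured by = intracellular calcium via Fluo-8 no-wash fluorescent dye | control set = ATP and no-ATP DMSO wells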
CHO-K1 Ca PAM = M1 PAM counterscreen hit in parental CHO-K1 cells | activation, % at 3 µM | ATP EC20, Fluo-8 calcium fluorescence; 0% at ATP EC20, 100% at ATP max | 360,000 tested, 0.02% active;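 active = activation above the run cutoff, the mean activation of all test compounds plus 3 SD, cut at about 40% in these data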;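 also: peak over basal fluorescence ratio in a 140 s read after ATP addition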
OXTR potentiator = potentiators of human oxytocin receptor | activation, % at 3 µM | 320,000 tested, 0.061% active | CHO-OTR cells, Fluo-8 calcium fluorescence, potentiator mode; 0% = oxytocin EC15, 100% = EC100 | AID 2445;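 active = activation above that plate's cutoff, the mean activation of tested compounds plus 3 SD, cut at about 6.6% in these data, passing the limit was not always enough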;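 also: 100% uses oxytocin at 75 nM as the full agonist control; some results filed as inactive read as strong as hits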
Target sequence (P30559 whole entry, looked up): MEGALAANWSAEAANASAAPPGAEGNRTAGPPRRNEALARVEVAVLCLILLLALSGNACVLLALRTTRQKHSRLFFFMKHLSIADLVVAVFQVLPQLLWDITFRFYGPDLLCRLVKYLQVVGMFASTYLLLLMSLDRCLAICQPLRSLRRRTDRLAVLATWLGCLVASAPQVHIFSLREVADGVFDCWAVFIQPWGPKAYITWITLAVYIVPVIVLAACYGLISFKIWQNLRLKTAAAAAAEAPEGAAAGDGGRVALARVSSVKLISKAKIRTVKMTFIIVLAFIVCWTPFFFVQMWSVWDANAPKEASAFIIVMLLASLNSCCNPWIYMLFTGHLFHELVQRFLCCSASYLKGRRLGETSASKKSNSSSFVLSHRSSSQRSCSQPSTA
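Measured by – Fluo-8 calcium dye fluorescence · Test system – human OTR in CHO cells · Dosing – one concentration, 3.0 µM compound · Controls – EC15 oxytocin alone as 0%, 75 nM oxytocin as 100% · Evaluation – normalized max/min fluorescence ratio, % activation · Timing – 6 min pre-incubation, 100 s read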
CHO-K1 Ca ag = nonselective activator or artifact in parental CHO-K1 cells | Fluo-8 calcium fluorescence; scaled to maximal ATP response, vehicle zero | activation, % at 3 µM | 360,000 tested, 0.48% active | AID 602248; in the data active = activation above about 15%;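 also: untransfected CHO-K1 host cells lacking M1 receptor as counterscreen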
CHRM1 antagonist = human CHRM1 antagonism. inhibition, % at 3 µM. P11229. CHO-K1 hM1, Fluo-8 calcium fluorescence, ACh EC80 antagonist. AID 588852. 360,000 tested, 1.3% active;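 active = percent inhibition above its own plate's cutoff, namely the mean of that plate's compound wells plus 3 SD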;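 also: peak over basal fluorescence ratio during 140 s after agonist addition; 0% = ACh EC80 plus DMSO and 100% = DMSO alone without agonist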
* hit, by the source's call; . = not tested or not shown; & = joins results of further samples.

SMILES	CHRM1 agonist	CHO-K1 Ca antag	TAAR1 antagonist	TAAR1 agonist	CHO parental Ca	CHO-K1 Ca PAM	OXTR potentiator	CHO-K1 Ca ag	CHRM1 antagonist
COC(=O)c1ccccc1COn1c(=O)c[n+]([O-])c2ccccc21	-2	16	-7	3	-14	-3	-7	0.2	-3
CCOC(=O)[C@]12CCCC=C1N(Cc1ccc(Cl)cc1Cl)C(=O)[C@H](CC(=O)NCC13CC4CC(CC(C4)C1)C3)C2	.	-7	-37	1	.	-3	.	0.1	.
CCOC(=O)C1=CC[C@@H](c2ccccc2C(F)(F)F)N(S(=O)(=O)c2ccc(C)cc2)[C@H]1c1ccc(C#N)cc1	-2	10	-5	0	.	11	.	0.6	-9
CCC(C)[C@H]1COCCS(=O)(=O)N1Cc1ccc(Cl)cc1Cl (stereo not given in full)	-10	-14	-2	5	-26	22	-12	-0.3	1
CC(C)CC(NC(=O)C(NC(=O)OC(C)(C)C)C(C)C)C(=O)NC(CCC(=O)OCc1ccccc1)C(N)=O (stereo not given)	-2	0	-15	0	-18	11	-4	2.8	-12
COc1ccc(Cc2nc3ccc(C(=O)NC4CCOC4)cc3o2)cc1 (stereo not given)	-1	-7	-5	1	-13	3	-3	1.2	8
Cc1nc(Cl)c(C#N)c2c1CCCC2	-6	-13	3	1	-1	19	-3	0.6	-23
COCc1cc(C)nc2sc(C(=O)Nc3cccc(OC)c3)c(N)c12	-1	1	8	-1	-14	1	-3	0.8	-16
COCCn1c(C)cc(C2=NNC(=Nc3ccc(OC)cc3)SC2)c1C	-3	-20	.	.	-11	4	0	0.1	-2
N#CCC(=O)Nc1ccc(C(=O)OCC(=O)N(C2CCCCC2)C2CCCCC2)cc1	-1	4	10	1	-15	-3	-2	2.8	4
COc1ccc(/C(C)=N/NC(=O)CNC(=O)c2cccnc2)c(OC)c1	-4	-8	-22	0	2	14	-15	0.0	-2
Cc1ccccc1OCC(=O)NCCN1CCCC1	-6	-6	9	0	-3	16	-6	-0.1	2
COc1ccc(C(=O)Nc2nc(C)c(C(C)=O)s2)cc1S(=O)(=O)N1CCOCC1	-3	-15	-21	1	-9	5	-6	0.7	-7
COCc1ccc(C(=O)N2CCCC(C(=O)c3cccc(C(F)(F)F)c3)C2)o1 (stereo not given)	-2	-10	-29	0	-10	15	0	3.1	-7
O=C(NNS(=O)(=O)c1ccccc1)C1CCCCC1	-10	-10	-13	-1	2	0	2	0.9	-4
CCN(CC)c1ccc(C(=O)OCC(=O)N2CCCC2)cc1	-12	-12	.	.	-15	6	-5	0.1	-7
CN(C(=O)CC(=O)Nc1ccc(Cl)c(Cl)c1)c1ccccc1	-8	-13	-16	8	-15	26	-8	0.7	-13
O=C(N/N=C/c1ccc(OCC(=O)N2CCOCC2)cc1)c1ccccc1Cl	-7	3	-11	2	-14	2	-9	1.1	8
Cc1cc(S(=O)(=O)NC(=O)[C@H]2O[C@@H](n3cnc4c(N)ncnc43)[C@H](O)[C@@H]2O)ccc1Br	-5	7	6	0	.	-3	.	0.5	0
CCN(CC)CC(=O)Nc1c(Br)ccc2c1OCO2	-4	-5	-14	9	-8	12	-8	0.4	-3
O=C(N/N=C1\CCCc2ccccc21)c1ccc([N+](=O)[O-])cc1Cl	-2	0	7	6	-16	4	-6	-0.2	-10
CCc1cccc(CC)c1-n1c(SCC(=O)N2CCc3ccccc32)nc(O)cc1=O	-2	-10	-25	3	-22	8	1	-0.1	-11
Cc1ccc(C#N)c(SCC(=O)Nc2nccs2)n1	-4	5	-9	3	-3	-14	0	0.1	11
CC(C)Oc1ccc(/C=C(/NC(=O)c2ccccc2)C(=O)NCCC(=O)O)cc1	-1	13	-28	2	-7	-12	-6	-0.5	-7
COC(=O)c1ccc(NC(=O)CCN2CCCCC2)cc1	-5&-5	5&-13	-3&7	0&-1	-6&-3	12&14	3&-7	0.4&0.8	-6&-12
The results go on.
SMILES	CHRM1 agonist	CHO-K1 Ca antag	TAAR1 antagonist	TAAR1 agonist	CHO parental Ca	CHO-K1 Ca PAM	OXTR potentiator	CHO-K1 Ca ag	CHRM1 antagonist
Cc1ccsc1C(=O)OCC(=O)N1CC(=O)Nc2ccccc21	-3	-2	5	2	-8	19	-13	0.7	-2
O=C(c1ccccc1NS(=O)(=O)c1ccc(F)cc1)N1CCc2ccccc21	-8	-4	-23	0	-13	19	-5	1.7	-8
C=CCNc1nc(SC)nc2ccsc12	1	17	-7	11	-2	-5	4	-0.3	18
CCOc1ccccc1CNC(=O)C1CCCN(c2nn3c(=O)cc(C)nc3s2)C1 (stereo not given)	-5	0	-22	3	-4	3	-11	0.6	-8
Cc1cc(OCC(=O)Nc2ccc(F)c(F)c2)nc(C(C)C)n1	2	-14	-2	4	1	5	-8	2.6	-3
Cc1ccc(NC(=O)C(C)c2cccc(C(=O)c3ccccc3)c2)cc1O (stereo not given)	-5	13	13	3	-6	2	-7	9.2	12
COC(=O)c1ccc2c(=O)n(CCCCCC(=O)NCc3ccccc3)c(=O)[nH]c2c1	1	0	10	2	-5	10	-5	0.6	-7
CCOC(=O)c1cccc(NC(=O)CSc2nnnn2C)c1	3	-9	0	3	-13	-1	-1	0.0	-5
Cc1ccccc1Oc1ccc2c(c1)[C@@H]1C[C@H](N(C)C(=O)c3cccnc3)[C@H]([C@H](C)O)C(=O)N1CC2	0	33*	-11	2	.	-11	.	0.1	-19
CCOc1ccc(C(=O)CN2CCN(S(=O)(=O)c3ccc(Br)cc3)CC2)cc1	-4	3	-9	-1	-3	-9	-12	0.2	-11
O=C(c1cccc(Cl)c1)N1CCN(c2ncnc3c2cnn3-c2ccccc2)CC1	-3	3	-1	6	-13	14	-6	1.0	-11
CC(CCN1CCN(c2ccc(F)cc2)CC1)c1ccccc1 (stereo not given)	-10	-8	-22	6	-20	6	-2	0.3	12
Cc1ccc(C)c(N=Nc2ccc(O)c3ncccc23)c1	-5	-6	3	3	37*	11	-8	0.2	-5
S=c1nc(C2CC2)[nH]c2ccccc12	-5	-6	1	0	-29	20	-4	0.7	5
[O-][n+]1onc2c1CCc1c-2nc(-c2ccccc2)n1OCc1ccccc1	-4	-15	-5	-1	-17	22	-7	0.3	-11
CCCC(=O)Oc1c(S(=O)(=O)c2ccc(C)cc2)c(C)nn1C(C)(C)C	-2	-11	-30	-2	0	4	2	0.9	-23
O=C(CCCNC(=O)/C(=C\c1ccccc1F)NC(=O)c1ccccc1)OCc1ccccc1	-3	-23	1	4	-18	-2	2	2.6	-4
CCN(CC)C(=O)c1cn(CCC#N)nc1-c1ccc2ccccc2c1	-5	-4	-8	5	-11	-10	-9	-0.2	-12
NC(=O)c1ccc(Oc2cccc3cccnc23)c([N+](=O)[O-])c1	-3	-4	-4	1	-19	-8	-15	0.6	5
Cc1ccc(C(=O)c2c[nH]c3c(F)cc(F)cc3c2=O)cc1	-4	11	-16	1	-9	-8	2	0.2	3
COC(=O)c1ccccc1N1C(=O)C2C(C1=O)C1C=CC2C12CC2 (stereo not given)	1	-9	-1	8	-20	28	-10	0.1	-11
CCOc1ccccc1NC(=O)NC1(C(=O)N2CCN3CCCC3C2)CCCCC1 (stereo not given)	-1	-19	-6	14	-21	15	-9	0.2	-12
COC(=O)c1ccccc1NC(=O)CN1CCN(C23CC4CC(CC(C4)C2)C3)CC1	-7	-7	2	16	-20	20	-8	1.1	24
COc1ccccc1CNC(=O)COC(=O)c1cccc(S(=O)(=O)N2CCCC2)c1	-1	-6	-6	2	-13	1	0	1.0	-9
CCOC(=O)c1ccc(NC(=O)CSc2nncn2-c2cccnc2)cc1	-12	10	-30	6	-7	-2	-1	0.2	-5

Entries of single compounds, quoted from the list. Values in the order: CHRM1 agonist	CHO-K1 Ca antag	TAAR1 antagonist	TAAR1 agonist	CHO parental Ca	CHO-K1 Ca PAM	OXTR potentiator	CHO-K1 Ca ag	CHRM1 antagonist
Listed for COc1ccccc1CNC(=O)COC(=O)c1cccc(S(=O)(=O)N2CCCC2)c1 = -1	-6	-6	2	-13	1	0	1.0	-9
Listed for CCOC(=O)c1cccc(NC(=O)CSc2nnnn2C)c1 = 3	-9	0	3	-13	-1	-1	0.0	-5

(continued)
SMILES	CHRM1 agonist	CHO-K1 Ca antag	TAAR1 antagonist	TAAR1 agonist	CHO parental Ca	CHO-K1 Ca PAM	OXTR potentiator	CHO-K1 Ca ag	CHRM1 antagonist
O=C(Nc1ccc(O)cc1)c1cc(S(=O)(=O)N2CCCC2)ccc1Cl	-4	-12	7	10	-5	11	-9	0.7	5
COC(=O)c1sc(-c2ccccc2)cc1NC(=O)C1CC1	-3	-13	-25	6	-19	10	-1	0.2	-3
O=C(NCCNC(=O)c1cccs1)c1ccco1	-3	-1	3	7	-9	13	-11	-0.5	-5
O=C(NCCO)c1cccc(-c2cccc3nccn23)c1	-1	-11	-14	1	.	11	.	0.1	-6
COCCCn1c(SCc2ccc(OC)cc2)nc2cc(OC)c(OC)cc2c1=N	-2	3	-11	5	11	5	-14	0.9	0
O=C(Nc1ccc(-c2cn3ccccc3n2)cc1)c1ccco1	-4	17	12	5	0	-12	-12	0.8	0

Arranged by SMILES length (highest first): 11 of the compounds above
SMILES	CHRM1 agonist	CHO-K1 Ca antag	TAAR1 antagonist	TAAR1 agonist	CHO parental Ca	CHO-K1 Ca PAM	OXTR potentiator	CHO-K1 Ca ag	CHRM1 antagonist
COC(=O)c1ccccc1NC(=O)CN1CCN(C23CC4CC(CC(C4)C2)C3)CC1	-7	-7	2	16	-20	20	-8	1.1	24
COc1ccccc1CNC(=O)COC(=O)c1cccc(S(=O)(=O)N2CCCC2)c1	-1	-6	-6	2	-13	1	0	1.0	-9
CCOc1ccccc1NC(=O)NC1(C(=O)N2CCN3CCCC3C2)CCCCC1 (stereo not given)	-1	-19	-6	14	-21	15	-9	0.2	-12
O=C(Nc1ccc(O)cc1)c1cc(S(=O)(=O)N2CCCC2)ccc1Cl	-4	-12	7	10	-5	11	-9	0.7	5
COC(=O)c1ccccc1N1C(=O)C2C(C1=O)C1C=CC2C12CC2 (stereo not given)	1	-9	-1	8	-20	28	-10	0.1	-11
CCOC(=O)c1ccc(NC(=O)CSc2nncn2-c2cccnc2)cc1	-12	10	-30	6	-7	-2	-1	0.2	-5
CCN(CC)C(=O)c1cn(CCC#N)nc1-c1ccc2ccccc2c1	-5	-4	-8	5	-11	-10	-9	-0.2	-12
O=C(Nc1ccc(-c2cn3ccccc3n2)cc1)c1ccco1	-4	17	12	5	0	-12	-12	0.8	0
COC(=O)c1sc(-c2ccccc2)cc1NC(=O)C1CC1	-3	-13	-25	6	-19	10	-1	0.2	-3
O=C(NCCO)c1cccc(-c2cccc3nccn23)c1	-1	-11	-14	1	.	11	.	0.1	-6
O=C(NCCNC(=O)c1cccs1)c1ccco1	-3	-1	3	7	-9	13	-11	-0.5	-5
